# AmpC inh no detg: qHTS Inhibitors of AmpC Beta-Lactamase (assay without detergent); Potency, µM (top dose mostly 57.1 µM), for inactives: at the highest dose activity change, negative = inhibition, actives largely listed as inhibitors; AmpC nitrocefin hydrolysis, absorbance 480 nm, 0.0001% Triton; 0.52% of 330,000 active;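 note: potency is the fitted concentration of half-maximal effect; plate controls were no compound for no effect and no enzyme for full effect; nearly all actives have a fitted effect of over 20% in size; some results filed as inactive show a strong effect at the top dose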
# Target sequence (P00811 whole entry, looked up): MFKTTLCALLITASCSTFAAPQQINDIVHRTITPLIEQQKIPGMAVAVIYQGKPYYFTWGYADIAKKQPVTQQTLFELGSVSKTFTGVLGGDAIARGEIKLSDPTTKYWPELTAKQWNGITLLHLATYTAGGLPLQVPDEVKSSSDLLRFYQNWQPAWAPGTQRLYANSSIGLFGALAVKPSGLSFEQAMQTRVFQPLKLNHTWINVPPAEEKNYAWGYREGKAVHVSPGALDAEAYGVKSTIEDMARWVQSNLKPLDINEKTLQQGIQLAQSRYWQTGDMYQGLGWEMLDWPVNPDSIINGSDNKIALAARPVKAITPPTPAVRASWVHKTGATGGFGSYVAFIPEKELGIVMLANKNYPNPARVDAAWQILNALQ
#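 AmpC (5.3 nM in the dispensed reagent) in 20 mM phosphate pH 7.0 with 0.01% (detergent screen) or 0.0001% Triton X-100 was preincubated with compounds for 15 min at room temperature. Nitrocefin was then added from an 800 uM solution, and hydrolysis was followed at 480 nm.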
# AMA1 RON2 block: qHTS for Inhibitors of AMA1-RON; Towards Development of Antimalarial Drug Lead: Primary Screen | Potency, µM (doses to about 58.2 µM), without a hit: at the top dose activity change, negative = inhibition, hits mostly inhibitors | 0.2% of 360,000 active | AlphaScreen AMA1-biotinylated RON2 peptide binding | AID 720542, 2013 | Plasmodium falciparum AMA1 (3D7) - RON2 peptide interaction;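 note: potency is the fitted concentration of half-maximal effect; 0% = vehicle wells and -100% = peptide control; nearly all actives have a fitted effect of over 45% in size; some results filed as inactive show a strong effect at the top dose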
#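 AMA1 (3D7) with his tag at 25 nM final met compounds first, then biotinylated RON2 peptide at 25 nM; detection used donor plus acceptor beads, 10 µg/mL apiece, read by AlphaScreen after 30 min at room temperature.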
# HCV inh: qHTS Assay for Inhibitors of Hepatitis C Virus (HCV); Huh7.5.1 HCVcc-Cre infection, luciferase reporter, 44 h; Potency, µM (top dose mostly 41.8 µM), for the others: at the highest dose activity change, negative = inhibition, usual class: inhibitors; 3.4% of 340,000 active; AID 651820, 2012; note: potency is the fitted concentration of half-maximal effect
#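 Luciferase read-out (15 sec integration) after a 15 min room-temperature substrate step quantifies HCVcc-Cre infection. Cells, 1,000 per well, had compound added 4 h post-plating, then virus at ~0.5 moi, and were cultured 44 h.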
# AmpC detergent: qHTS Inhibitors of AmpC Beta-Lactamase (assay with detergent); P00811; AmpC hydrolysis of nitrocefin, absorbance 480 nm, 0.01% Triton; Potency, µM (doses to about 114 µM), for inactives: top-dose activity change, negative = inhibition, actives largely listed as inhibitors; 0.041% of 370,000 active; AID 485294, 2010;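 note: potency is the fitted concentration of half-maximal effect; 0% = no-compound wells and -100% = no-enzyme wells; nearly all actives have a fitted effect of over 25% in size; some results filed as inactive show a strong effect at the top dose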
#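 20 mM phosphate pH 7.0 + 0.01% (detergent screen) or 0.0001% Triton X-100; 5.3 nM AmpC reagent; cpd preinc 15 min RT; nitrocefin (800 uM stock) to start; A480 q20 s × 4 min; Activity was normalised to no-enzyme and no-compound control wells.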
# TbPYK inhibitor: qHTS of Trypanosoma Brucei Inhibitors | pyruvate kinase (Trypanosoma brucei), Q57TT1 | TbPYK enzyme, Kinase-Glo Plus ATP luminescence, 45 min | Potency, µM (top dose mostly 76.8 µM), without a hit: top-dose activity, negative = inhibition, most hits filed as inhibitors | 0.12% of 410,000 active; note: potency is the fitted concentration of half-maximal effect; nearly all actives have a fitted effect of over 50% in size
#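 TbPYK + substrate in 50 mM TEA pH 7.2, 100 mM KCl, 10 mM MgCl2, 0.05% BSA, 0.01% Tween-20; cpd pinned; ADP 130 uM final; 45 min RT; Kinase-Glo Plus 10 min; luminescence endpoint.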
# LmPK inhibitor: qHTS Assay for Inhibitors of Leishmania Mexicana Pyruvate Kinase (LmPK). AID 1721, 2009. purified LmPK, Kinase-Glo ATP luminescence, 1 h. Potency, µM (titrated, usually from 57.5 µM), without a hit: top-dose activity change, negative = inhibition, usual class: inhibitors. 0.37% of 290,000 active; note: potency is the fitted concentration of half-maximal effect
# Target sequence (Q27686 whole entry, looked up): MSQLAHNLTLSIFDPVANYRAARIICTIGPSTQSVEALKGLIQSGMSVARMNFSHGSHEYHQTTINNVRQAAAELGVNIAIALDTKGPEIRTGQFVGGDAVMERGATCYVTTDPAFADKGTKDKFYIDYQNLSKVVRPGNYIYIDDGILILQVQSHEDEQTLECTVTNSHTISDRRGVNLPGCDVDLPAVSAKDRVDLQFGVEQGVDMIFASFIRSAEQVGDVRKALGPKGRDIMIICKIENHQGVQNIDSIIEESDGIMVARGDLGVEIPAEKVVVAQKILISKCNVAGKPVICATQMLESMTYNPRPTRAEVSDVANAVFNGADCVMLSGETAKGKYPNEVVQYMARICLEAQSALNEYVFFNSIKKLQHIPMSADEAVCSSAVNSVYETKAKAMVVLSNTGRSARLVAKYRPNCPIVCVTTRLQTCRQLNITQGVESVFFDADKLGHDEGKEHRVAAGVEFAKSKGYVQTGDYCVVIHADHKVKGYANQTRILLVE
#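 Screened at intermediate enzyme activity to detect both inhibitors and activators: LmPK at 0.1 nM, with a 0.5 nM enzyme column as activation reference. PEP 0.5 mM, ADP 0.1 mM; ATP detected by luminescence after 1 h.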
# HCMV inh: qHTS Assay for inhibitors of the human cytomegalovirus (HCMV); activity change, negative = inhibition, % at 57.5 µM; 4.5% of 410,000 active; HFF cells, HCMV-luciferase reporter, 72 h; hits give low values; in the data active = activity change below about -60%; inconclusive = no clear call, values can overlap the other calls; inactive = above about -39%
#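 Compounds were evaluated in HFFs infected with an HCMV luciferase reporter virus (MOI 1 PFU/cell). Luciferase in lysates collected 72 h post infection served as the replication measure.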
# Numbers without * were called inactive; ? = inconclusive; . = not tested or not shown; & = joins results of further samples; [ ] = remark or other dose. Unless noted, calls come from the whole dose curve; as a rule, active = well fitted curve in the direction sought with a large enough effect; inconclusive = small, poorly fitted or top-dose-only effect, or another doubt; inactive = no such curve, though single readings can be large; an effect the other way counts as inactive or inconclusive. Unless noted, % is set by controls: 0 for no effect and ±100 for the full control effect.
SMILES,AmpC inh no detg,AMA1 RON2 block,HCV inh,AmpC detergent,TbPYK inhibitor,LmPK inhibitor,HCMV inh
CC(=O)C1C(=O)CC(c2ccc(Cl)cc2)CC1=O (stereo not drawn),-20%,-9%,5%,-13%,-1%,-1%,5
CCC(CC)c1nnc(NC(=O)c2ccc([N+](=O)[O-])cc2)s1,-18%,7%,17%,-5%,5%,-3%,16
CC1CCN(Cc2cc(=O)oc3ccc(C(C)C)cc23)CC1,-9%,3%,?,3%,2%,0%,?
COc1cc(Cl)c(NC(=O)CCS(=O)(=O)c2cc3c(cc2Cl)NC(=O)CO3)c(OC)c1,.,.,.,7%,1%,.,5
CCN(C(=O)CO/N=C/c1ccc(OC)cc1OC)c1c(N)n(Cc2ccccc2)c(=O)[nH]c1=O,-2%,-2%,?,8%,1%,.,-39
CCOc1ccc(CNc2ccc(N3CCCC3)cc2)cc1,-9%,?,-22%,1%,-20%,1%,143
CCC(C)(C)n1nnnc1C(c1cc2ccc(OC)cc2[nH]c1=O)N1CCN(C2CCCCC2)CC1 (stereo not drawn),82%[activator],16%,?,-13%,11%,0%,-14
CC(=O)NC(CCS(C)(=O)=O)C(=O)Nc1cc(C)ccc1C (stereo not drawn),-3%,6%,-19%,-4%,2%,-1%,15
Cc1ccc(NC(=O)COC(=O)c2cc(=O)c3cc(F)ccc3o2)cc1,-7%,10%,8%,-19%,5%,.,-4
CCCc1cc(O)c2c(C)cc(=O)oc2c1,-27%,0%,-8%,?,3%,4%,12
N#Cc1ccccc1NC(=O)c1ccccc1OCC(=O)Nc1ccc2c(c1)oc1ccccc12,.,1%,-17%,.,5%,.,21
COCCn1c(SCC(=O)c2ccc(Cl)cc2)nnc1C(C)C,-4%,-19%,-4%,-9%,?,1%,17

# An excerpt from above in order of SMILES length, low to high:
SMILES,AmpC inh no detg,AMA1 RON2 block,HCV inh,AmpC detergent,TbPYK inhibitor,LmPK inhibitor,HCMV inh
CCCc1cc(O)c2c(C)cc(=O)oc2c1,-27%,0%,-8%,?,3%,4%,12
CCOc1ccc(CNc2ccc(N3CCCC3)cc2)cc1,-9%,?,-22%,1%,-20%,1%,143
CC(=O)C1C(=O)CC(c2ccc(Cl)cc2)CC1=O (stereo not drawn),-20%,-9%,5%,-13%,-1%,-1%,5
COCCn1c(SCC(=O)c2ccc(Cl)cc2)nnc1C(C)C,-4%,-19%,-4%,-9%,?,1%,17
CC(=O)NC(CCS(C)(=O)=O)C(=O)Nc1cc(C)ccc1C (stereo not drawn),-3%,6%,-19%,-4%,2%,-1%,15
CCC(CC)c1nnc(NC(=O)c2ccc([N+](=O)[O-])cc2)s1,-18%,7%,17%,-5%,5%,-3%,16
Cc1ccc(NC(=O)COC(=O)c2cc(=O)c3cc(F)ccc3o2)cc1,-7%,10%,8%,-19%,5%,.,-4
N#Cc1ccccc1NC(=O)c1ccccc1OCC(=O)Nc1ccc2c(c1)oc1ccccc12,.,1%,-17%,.,5%,.,21
COc1cc(Cl)c(NC(=O)CCS(=O)(=O)c2cc3c(cc2Cl)NC(=O)CO3)c(OC)c1,.,.,.,7%,1%,.,5
CCC(C)(C)n1nnnc1C(c1cc2ccc(OC)cc2[nH]c1=O)N1CCN(C2CCCCC2)CC1 (stereo not drawn),82%[activator],16%,?,-13%,11%,0%,-14
CCN(C(=O)CO/N=C/c1ccc(OC)cc1OC)c1c(N)n(Cc2ccccc2)c(=O)[nH]c1=O,-2%,-2%,?,8%,1%,.,-39

# Additional entries:
SMILES,AmpC inh no detg,AMA1 RON2 block,HCV inh,AmpC detergent,TbPYK inhibitor,LmPK inhibitor,HCMV inh
CC(=O)N1CCc2c(sc3c2c(=O)n(-c2ccccc2)c(=O)n3CC(=O)c2ccccc2)C1,.,.,.,18%,5%,.,3
CCc1ccc(NC(=O)Cn2nnc(C(=O)NCc3ccco3)c2N)cc1,-25%,-6%,19%,-14%&1%,2%&-2%,8%,12&-7
CCN(c1ccc(OCC(=O)OCC(=O)c2c(N)n(C)c(=O)n(C)c2=O)cc1)S(=O)(=O)c1ccccc1,4%,-1%,-6%,?,1%,7%,-38
CCCc1cc(-c2n[nH]c(C(=O)OCC)c2-c2cscn2)c(O)cc1O,28%,54%[activator],?,-10%,5%,1%,-87*
COc1cc(/C=N/NC(=O)Cn2cnc3c2c(=O)n(C)c(=O)n3C)ccc1O,-5%,48%[activator],14%,-1%,0%,4%,-26
COc1cc(/C=C/C(=O)OCC(=O)Nc2ccc(S(N)(=O)=O)cc2)ccc1O,-37%,-11%,-11%,3%,1%,-3%,-19
CN1C(=O)[C@H]2[C@@H](c3ccc(C(F)(F)F)cc3)N[C@]3(CCCN(Cc4cccn4C)C3=O)[C@H]2C1=O,.,-11%,.,.,4%,.,14
CC(C)C[C@H]1CN([C@@H](Cc2ccc(O)cc2)CN2CCC[C@H]2CN2C(=O)C(=O)NC[C@@H]2Cc2ccccc2)C(=O)C(=O)N1CC1CCCCC1,.,-5%,.,.,-3%,.,-12
Cc1ccc(OCC(=O)NCCCNC(=O)c2cnccn2)cc1C,-2%,-1%,18%,-5%,-6%,-5%,23
CC1(C)NC(=O)N(c2ccc([N+](=O)[O-])c(C(F)(F)F)c2)C1=O,-7%,-1%,?,-12%,4%&-3%,.,-8
Cc1ccc(S(=O)(=O)C2(C(=O)NC3CCCCC3)CC2)cc1,-3%,1%,16%,-2%,2%,2%,0
Cc1c(C(=O)Nc2ccccc2Cl)oc2ccc(S(=O)(=O)N3CCCCC3)cc12,.,.,.,3%,7%[15.4 µM],.,0
COc1cc(C2C(=O)N(C3CCC(C)CC3)CC(=O)N2CCc2ccc(Cl)cc2)ccc1OC(C)C (stereo not drawn),.,.,.,5%,3%,.,-10
Cc1ccsc1/C=N/N1CCN(Cc2ccccc2)CC1,-11%[11.4 µM],?,13%,-3%,-7%,2%,-31
COc1ccc(C2/C(=C(/O)c3ccc(C)cc3)C(=O)C(=O)N2CCCN2CCOCC2)cc1 (stereo not drawn),-40%,14%,9%,?,3%,4%,1
C=C(C)Cn1c2ccc(NC(=O)CCc3cccc(Cl)c3)cc2c(=O)n1C,.,14%,.,.,-2%,.,-12
CC1(C)CC2(C)OCCN2C(=S)N1 (stereo not drawn),-2%,-10%&3%,6%,6%,-9%&-2%,1%,8&-28
CC1CCCC(NC(=O)C2CCC(CNc3c(N4CCCCC4)c(=O)c3=O)CC2)C1C (stereo not drawn),0%,9%,11%,9%,-3%,10%,-4
O=C(CN1CCc2cc3c(cc2C1)OCCCO3)Nc1c(F)cccc1F,-2%,-3%,-23%,1%,-4%,-11%,2
O=C1NC(=O)N(c2ccc(Cl)cc2)C(=O)/C1=C\c1ccc(Sc2nc3ccccc3[nH]2)o1,18µM*,?,3%,-8%,?,-10%,-9
Cn1c(Cn2nnc3ccccc32)nnc1SCC(N)=O,-22%,-9%,4%,3%,5%,-4%,33
CCCc1c(O)c2ccccc2[nH]c1=O,-15%,-4%,18%,?,1%,-6%,4
Cc1cc(C(=O)CSc2nnc(N)s2)c(C)n1CCc1ccc(F)cc1,-39%,6%,-17%,3%,-2%,1%,17
CCOC(=O)N1CCN(C(=O)c2ccc(CS(=O)(=O)c3ccccc3OC)o2)CC1,11%,0%,13%,2%,-14%,2%,24

# Shown with tabs: part of the list above
mol	AmpC inh no detg	AMA1 RON2 block	HCV inh	AmpC detergent	TbPYK inhibitor	LmPK inhibitor	HCMV inh
Cn1c(Cn2nnc3ccccc32)nnc1SCC(N)=O	-22%	-9%	4%	3%	5%	-4%	33
CC1CCCC(NC(=O)C2CCC(CNc3c(N4CCCCC4)c(=O)c3=O)CC2)C1C (stereo not drawn)	0%	9%	11%	9%	-3%	10%	-4

# (cont.)
SMILES,AmpC inh no detg,AMA1 RON2 block,HCV inh,AmpC detergent,TbPYK inhibitor,LmPK inhibitor,HCMV inh
C=CCn1c(SCCC(=O)O)nnc1-c1cccs1,-23%,28%,14%,-1%,-3%,2%,3
CN(c1ccc(C(=O)NCc2cccnc2)cc1)S(=O)(=O)c1ccc(Cl)cc1,37%,8%,4%,0%,1%,-9%,-1
Brc1ccc2c(c1)-n1nncc1CN(CC1CCCCC1)C2,.,-5%,.,.,-6%,.,8
CC(C)C[C@H]1CN([C@@H](CC(C)C)CN2CCC[C@@H]2CN2C(=O)C(=O)NC[C@@H]2Cc2ccccc2)C(=O)C(=O)N1CCc1ccccc1,.,9%,-8%,.,-2%,.,-63*
COc1ccc(Cc2c(-c3ccccc3)nc3ccc(Br)cn23)c(C)c1,.,-11%,.,.,-3%,.,36
COc1ccc(S(=O)(=O)N(C)C[C@H]2Oc3ncc(-c4ccncc4)cc3C(=O)N([C@@H](C)CO)C[C@@H]2C)cc1,.,-10%,.,.,-6%,.,31
Cc1cc(OC(=O)c2c(C)cc(OC(=O)c3c(C)cc(O)cc3O)cc2O)cc(O)c1C(=O)O,.,-4%,7%,.,2%,.,-8
O=C(COc1ccccc1)Nc1ccc(CN2CCCCC2)cc1,-21%,0%,14%,0%,-2%,5%,10
CN(C)C(=O)Oc1ccc(OCc2nc3ccccc3[nH]2)cc1,-27%,5%,-30%,-13%,?,7.1µM*,32
CCc1nc(SCC(=O)NCCc2ccccc2)c2c(=O)n(C)c(=O)n(C)c2n1,-10%,6%,-2%,8%,-4%,10%,37
O=C(/C=C\Nc1ccccn1)c1ccc(Cl)cc1,-16%,3%,-11%,-4%,-15%,13µM*,-33
O=c1cc(CO)oc(C(Nc2cccc(C(F)(F)F)c2)c2ccccn2)c1O (stereo not drawn),-8%,56%[activator],7%,0%,-2%,7%,-26
CCCCNC(=O)c1ccc(NC(=O)C2CCCO2)cc1 (stereo not drawn),-3%,3%,0%,2%,-3%,-3%,-90*
O=C(CCC(=O)N1CCN(Cc2ccccc2)CC1)Nc1nnc(C2CCCCC2)s1,83%[activator],2%,-17%,1%,2%,15%,0
COC(=O)c1ccc(/C=N/N2CCN(Cc3ccc(C)cc3C)CC2)cc1,-36%,-24%,?,-4%,1%,0%,35
CCN(CC)Cc1cc(Nc2c3ccccc3nc3c4ccccc4n(C)c23)cc(CN(CC)CC)c1O,.,11µM*,?,.,?,.,-25
CC1=C(C(=O)c2ccccc2)C(c2ccc(O)cc2)NC(=S)N1 (stereo not drawn),-24%,-2%,21%,8%,-1%,0%,-14
C=CCN1N=C(c2ccc(Cl)s2)CSC1=O,-28%,-7%,1%,1%,-6%,5%,-25

# High-throughput results: PubChem, National Center for Advancing Translational Sciences (NCATS)
